VLA-4 inh – inhibition in human VLA-4 binding assay, primary screen, VLA-4 allosteric modulator project, MLPCN library, flow cytometry, VLA-4 expressing cells. Integrin alpha-4 (Homo sapiens), P13612. ligand binding flow cytometry. inhibition, % (about 7 µM as worked out from the volumes in the protocol). actives 0.2% (n = 330,000); in the data active = inhibition above about 50%
MEX-5 binding – MEX-5 zinc finger RNA-binding disruptors – biochemical, C. elegans, fluorescence polarization, MLPCN library, primary screen | actives 0.38% (n = 300,000) | AID 1832, 2009 | MEX-5/FITC-TCR2 RNA binding; stronger effect = lower value | activity score (negative = inhibition of binding), % at 10 µM | Zinc finger protein mex-5 (Caenorhabditis elegans), Q9XUB2;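 active = inhibition past about -25% in most replicates, and total fluorescence under double the plate's negative control median, limit read from the data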;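 note: 0% = DMSO and -100% = 5 µM competing unlabeled TCR2 RNA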
Target sequence (Q9XUB2 whole entry, looked up): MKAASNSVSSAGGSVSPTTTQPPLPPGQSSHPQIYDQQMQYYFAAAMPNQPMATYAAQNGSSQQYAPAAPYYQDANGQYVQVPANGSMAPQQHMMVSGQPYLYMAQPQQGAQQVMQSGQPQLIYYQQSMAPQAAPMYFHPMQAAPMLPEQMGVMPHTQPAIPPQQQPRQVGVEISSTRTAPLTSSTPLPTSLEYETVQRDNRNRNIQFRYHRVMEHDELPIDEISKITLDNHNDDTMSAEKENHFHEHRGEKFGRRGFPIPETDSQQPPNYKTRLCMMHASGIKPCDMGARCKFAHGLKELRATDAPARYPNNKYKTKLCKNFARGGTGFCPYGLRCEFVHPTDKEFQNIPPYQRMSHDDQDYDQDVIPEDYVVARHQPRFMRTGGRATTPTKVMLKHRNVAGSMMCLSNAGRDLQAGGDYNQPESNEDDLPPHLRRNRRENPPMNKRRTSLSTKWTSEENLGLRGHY
Fam108B inh – mouse Fam108B serine hydrolase inhibitors, primary screen, counter-screen for RBBP9 inhibitor project, biochemical, fluorescence polarization. recombinant Fam108B, FP-Rh probe fluorescence polarization. inhibition, % at 9.51 µM. actives 0.33% (n = 300,000). AID 1947, 2009;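 active = inhibition above the screen mean inhibition plus 3 SD, computed separately per campaign, cut at about 18% in these data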;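 note: inhibitors lower polarization as less probe binds the enzyme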
GRK2 aptamer HTS – compounds blocking aptamer binding on GRK2 – biochemical, human GRK2, bead flow cytometry, HTS, primary screen. Beta-adrenergic receptor kinase 1 (Homo sapiens), P25098. AID 488847, 2010. FAM-aptamer displacement from GRK2. actives 0.59% (n = 330,000). inhibition of aptamer binding, % at 10 µM;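 active = inhibition of aptamer binding above 40%, roughly 3 SD of noise, on plates passing a quality check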;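 note: median bead fluorescence of bound FAM aptamer so fluorescent compounds give negative values; no value below 0 was filed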
MCL1 BIM primary – inhibitors of MCL1 binding to BIM-BH3, primary screen, biochemical, fluorescence polarization | Induced myeloid leukemia cell differentiation protein Mcl-1 (Homo sapiens), Q07820 | GST-MCL1 / FITC-Bim-BH3 fluorescence polarization | inhibition, % at 10.9 µM | actives 0.68% (n = 320,000);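 active = inhibition above the mean inhibition of all tested compounds plus 3 SD, set per campaign, cut at about 40% in these data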;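 note: 0% = DMSO wells and 100% = unlabeled Bim-BH3 peptide control; higher means more loss of mP so more displacement of Bim peptide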
Target sequence (Q07820 whole entry, looked up): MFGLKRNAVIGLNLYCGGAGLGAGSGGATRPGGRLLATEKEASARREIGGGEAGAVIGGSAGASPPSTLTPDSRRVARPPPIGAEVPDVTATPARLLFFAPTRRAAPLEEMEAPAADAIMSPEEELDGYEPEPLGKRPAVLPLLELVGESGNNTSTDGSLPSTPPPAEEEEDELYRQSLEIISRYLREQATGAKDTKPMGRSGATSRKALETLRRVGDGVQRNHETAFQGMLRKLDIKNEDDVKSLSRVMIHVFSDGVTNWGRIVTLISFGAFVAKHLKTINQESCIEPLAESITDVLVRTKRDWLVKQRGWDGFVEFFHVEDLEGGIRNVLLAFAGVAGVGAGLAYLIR
GLD-1 RNA inh – GLD-1/TGE RNA complex disruptors, primary screen, biochemical, fluorescence polarization; Female germline-specific tumor suppressor gld-1 (Caenorhabditis elegans), Q17339; purified GLD-1 + fluorescein TGE RNA; inhibition, % at 5.96 µM; actives 0.44% (n = 320,000); AID 2280, 2010;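 active = percent inhibition above a per-plate cutoff, the plate mean of test compounds plus 3 SD, cut at about 30% in these data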;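 note: 0% = DMSO wells with GLD-1 and probe and 100% = wells lacking GLD-1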
Bcl-xL primary – inhibitors of human Bcl-xL, primary screen, biochemical, fluorescence polarization, HTS; Bcl-2-like protein 1 (Homo sapiens), Q07817; GST-Bcl-xL / FITC-Bim BH3 peptide fluorescence polarization; inhibition, % at 10.9 µM; actives 0.7% (n = 320,000); AID 2129, 2009;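 active = inhibition above the mean of all tested compounds plus 3 SD, cutoff set per campaign, cut at about 30% in these data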;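 note: 0% = DMSO wells and 100% = unlabeled Bim-BH3 peptide competitor; inhibitors lower millipolarization by displacing the labeled peptide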
Target sequence (Q07817 whole entry, looked up): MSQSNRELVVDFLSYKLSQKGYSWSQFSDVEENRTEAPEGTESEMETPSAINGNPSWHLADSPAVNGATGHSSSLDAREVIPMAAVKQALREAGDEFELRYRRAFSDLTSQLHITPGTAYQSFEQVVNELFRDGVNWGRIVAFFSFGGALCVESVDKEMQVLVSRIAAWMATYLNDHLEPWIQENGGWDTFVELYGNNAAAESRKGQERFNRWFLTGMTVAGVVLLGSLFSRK
CIT2-GFP yeast – modulators of CIT2-GFP expression in yeast, primary screen, S. cerevisiae, GFP fusion, multiplex flow cytometry, MLPCN library. S. cerevisiae CIT2-GFP strain, 3 h; 100 means same as DMSO wells. GFP response vs DMSO, % at 10 µM. actives 0.065% (n = 320,000). AID 2029, 2009;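 active = GFP response relative to DMSO above a set limit, near the screen mean plus 3 SD, cut at about 150% in these data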;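 note: ratio of well median GFP fluorescence to mean of DMSO wells on the plate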
AGP1-GFP MLPCN – modulators of AGP1-GFP expression in yeast TOR pathway, primary screen, cell-based, multiplex flow cytometry, S. cerevisiae, MLPCN library; 3 h; GFP as percent of DMSO wells; GFP response vs DMSO, % at 10 µM; actives 0.02% (n = 320,000); AID 2066, 2009;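 active = GFP response relative to DMSO above a set limit, near screen average plus 3 SD, cut at about 150% in these data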;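 note: median GFP channel fluorescence of the gated AGP1 strain per well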
* hit, by the source's call; x = not tested or not shown; & = joins results of further samples.

1: COc1ccc(N(CC(=O)N2c3ccccc3CC2C)S(=O)(=O)c2c(C)nn(C)c2C)cc1 (centres undefined)
2: CCOC(=O)c1ccc(NC(=O)CN2C(=O)CN(C(C)=O)C2=S)cc1
3: CN1CCN(c2nnc(-c3cccs3)c3ccccc23)CC1
4: Cn1cccc1-c1cc(C(=O)N/N=C/c2ccccc2Cl)[nH]n1
5: CCCCOc1cc(CC2CNC(=O)N2)ccc1OC (centres undefined)
6: OCCC1CN(CCCn2cccn2)CCN1Cc1ccccc1 (centres undefined)
7: Cc1cc(C)cc(NC(=O)/C=C/c2ccc([N+](=O)[O-])s2)c1
8: CC(=O)c1ccc(S(=O)(=O)Nc2ccc(C(=O)NCC(c3cccs3)N3CCOCC3)cc2)cc1 (centres undefined)

Assay by compound	1	2	3	4	5	6	7	8
VLA-4 inh	-9	4	-1	-3	-11	8	-24	-7
MEX-5 binding	-4.0	2.3	0.0	2.5	2.8	2.1	-1.2	0.7
Fam108B inh	0	0	4	1	-4	3	0	1
GRK2 aptamer HTS	1	0	0	8	1	0	0	5
MCL1 BIM primary	7	-6	-5	-5	2	10	-9	12
GLD-1 RNA inh	4	-3	4	-4	1	3	-3	6
Bcl-xL primary	4	-6	1	-9	7	7	0	5
CIT2-GFP yeast	93	105	107	96	90	105	95	96
AGP1-GFP MLPCN	98	100	108	97	91	101	95	99

9: Cc1ccc(S(=O)(=O)NC2c3cccc4cccc(c34)C2Sc2nc(C)cc(C)n2)cc1 (centres undefined)
10: CCOC(=O)C(C)Sc1ncnc2c1c(-c1ccccc1)cn2-c1ccc(OC)cc1 (centres undefined)
11: Cc1nc(CNS(=O)(=O)c2ccc(Oc3ccccc3)cc2)cs1
12: COc1cc(C)ccc1OCCOCCOc1ccccc1Br
13: Cc1cc(OCC(=O)NC(C)C)ccc1Cl
14: CCCOc1ccc(C(=O)N2CCCC2C(=O)O)cc1 (centres undefined)
15: O=C(NCCN1CCCCC1)Nc1cccc(F)c1
16: NCC12CC3CC(C1)CC(CN)(C3)C2

Assay by compound	9	10	11	12	13	14	15	16
VLA-4 inh	-4	11	-1	-14	0	7	11	-9
MEX-5 binding	2.6	2.0	2.5	0.7	0.2	-3.0	-0.4	6.0
Fam108B inh	-13	-1	-3	0	4	0	0	-1
GRK2 aptamer HTS	3	4	0	0	0	0	0	0
MCL1 BIM primary	-5	10	0	6	1	-5	15	2
GLD-1 RNA inh	-1	-1	2	4	3	-8	1	11
Bcl-xL primary	-2	6	2	4	6	1	3	5
CIT2-GFP yeast	101	97	93	116	112	101	107	x
AGP1-GFP MLPCN	104	102	94	101	109	107	99	94

17: NS(=O)(=O)c1ccc(NC(=O)COC(=O)COc2ccc(Cl)cc2)cc1
18: CN1C2CCC1CC(NC(=O)CSCc1ccc(Cl)cc1Cl)C2 (centres undefined)
19: O=C(Nc1nccs1)C1CCCCN1S(=O)(=O)c1ccccc1 (centres undefined)
20: C#CCN1C(=O)C(O)(CC(=O)c2ccc(OC)c(OC)c2)c2ccccc21 (centres undefined)
21: Cc1ccc(/C=N/NC(=O)CC2N=C(Cc3ccccc3)NNC2=O)cc1 (centres undefined)
22: O=C(CCCCCN1C(=O)c2cccc3cccc(c23)C1=O)NCc1ccco1
23: COc1ccc(NC(=O)c2cccc3cccnc23)cc1S(N)(=O)=O
24: N=c1sccn1CC(=O)Nc1ccc([N+](=O)[O-])cc1Cl

Assay by compound	17	18	19	20	21	22	23	24
VLA-4 inh	-4	13	2	16	18	7	2	5
MEX-5 binding	-5.6	-2.3	1.1	-1.6	1.7	1.9	-0.9	-1.8
Fam108B inh	2	2	5	-6	2	-9	-3	0
GRK2 aptamer HTS	3	0	0	0	1	3	0	0
MCL1 BIM primary	3	13	-4	0	0	7	-3	2
GLD-1 RNA inh	-1	3	11	3	4	9	-5	-2
Bcl-xL primary	0	9	-8	0	-2	5	-1	3
CIT2-GFP yeast	96	88	95	105	103	96	100	110
AGP1-GFP MLPCN	93	104	100	99	94	99	101	106

25: O=C(Nc1cc(S(=O)(=O)N2CCCC2)ccc1Cl)c1ccncc1
26: COc1ccc(CNC2CC(C)N(C)CC2C)cc1OC (centres undefined)
27: NCC(=O)c1cccc2ccc[n+]([O-])c12
28: Cn1c(=O)c2c(nc(SCC(=O)c3ccc(F)cc3)n2C)n(C)c1=O
29: CC(=O)N1CCOCCOCCOCC1
30: COc1cc(/C=C(/C#N)c2ccc(F)cc2)ccc1OCc1ccc(C(=O)O)o1
31: Fc1ccc(SCCc2ccncc2)cc1
32: Cc1c(CC(=O)N2CCN(C(=O)C3COc4ccccc4O3)CC2)c(=O)oc2cc(O)ccc12 (centres undefined)

Assay by compound	25	26	27	28	29	30	31	32
VLA-4 inh	10	26	0	0	0	48	7&2	-3
MEX-5 binding	x	-2.1	-2.9	-2.3	0.3	-0.2	2.2&-1.0	-1.1
Fam108B inh	x	-3	-7	3	2	-2	0&-3	-4
GRK2 aptamer HTS	0	0	11	0	0	0	0&0	0
MCL1 BIM primary	x	6	3	4	-6	-2	6&4	0
GLD-1 RNA inh	1	5	-5	-3	-1	-4	8&1	-2
Bcl-xL primary	x	2	7	3	1	10	4&9	9
CIT2-GFP yeast	102	101	101	114	93	100	114&100	98
AGP1-GFP MLPCN	103	100	93	107	114	101	105&102	97

Reformatted: entries from further up.
| nr | Structure | VLA-4 inh | MEX-5 binding | Fam108B inh | GRK2 aptamer HTS | MCL1 BIM primary | GLD-1 RNA inh | Bcl-xL primary | CIT2-GFP yeast | AGP1-GFP MLPCN |
| --- | --- | --- | --- | --- | --- | --- | --- | --- | --- | --- |
| 6 | OCCC1CN(CCCn2cccn2)CCN1Cc1ccccc1 (centres undefined) | 8 | 2.1 | 3 | 0 | 10 | 3 | 7 | 105 | 101 |
| 7 | Cc1cc(C)cc(NC(=O)/C=C/c2ccc([N+](=O)[O-])s2)c1 | -24 | -1.2 | 0 | 0 | -9 | -3 | 0 | 95 | 95 |

(next part)
33: O=C(NCC1CCCO1)c1ccc2c(c1)N(Cc1ccccc1)CCS2 (centres undefined)
34: O=P(Cc1ccccn1)(c1ccccc1)c1ccccc1
35: CCOC(=O)Cn1cc(C(=O)c2cccs2)c2ccccc21
36: N#CCCn1cc(C(=O)Nc2ccccn2)c(-c2ccccc2)n1
37: CCn1cc(C(=O)Nc2ccc(C)c([N+](=O)[O-])c2)cn1
38: O=S(=O)(Nc1cccnc1)c1cccs1
39: CC(CCc1ccccc1)NC(=O)c1cccc(F)c1 (centres undefined)
40: CCn1c(O)c(N=NC(=O)CNC(=O)c2ccco2)c2ccccc21

Assay by compound	33	34	35	36	37	38	39	40
VLA-4 inh	0	5	-4	13	4	-14	24	11
MEX-5 binding	-0.2	1.6	1.5	-1.1	0.9	1.1	-1.0	-8.0
Fam108B inh	-2	-2	2	5	2	-2	1	-3
GRK2 aptamer HTS	4	5	0	0	0	0	3	0
MCL1 BIM primary	2	-5	8	0	7	-3	1	0
GLD-1 RNA inh	9	8	3	5	-7	3	10	3
Bcl-xL primary	4	0	1	3	4	5	7	0
CIT2-GFP yeast	100	108	98	105	105	111	92	94
AGP1-GFP MLPCN	102	109	101	103	99	98	88	93

41: CC1CCc2nc(NC(=O)C3CC3)sc2C1 (centres undefined)
42: O=C(O)C1C(C(=O)O)C1(c1ccccc1)c1ccccc1 (centres undefined)
43: Cc1ccc(S(=O)(=O)CCC(=O)OCC(=O)N2CCN(c3ccccc3)CC2)cc1
44: COc1cccc(CNC(=O)CCc2nc3cc(S(=O)(=O)N4CCOCC4)ccc3n2C)c1
45: Cc1cccc(NC(=O)c2ccc(NC(C)c3ccccc3)c([N+](=O)[O-])c2)n1 (centres undefined)
46: O=c1c2ccccc2nc(CSc2ncnc3nc[nH]c23)n1-c1cccc(C(F)(F)F)c1
47: COc1cc(C(C)=O)ccc1OCC(O)CNCC1(N2CCCCC2)CCCCC1 (centres undefined)
48: O=C(COc1cccc(Oc2ccccc2)c1)Nc1ncccn1

Assay by compound	41	42	43	44	45	46	47	48
VLA-4 inh	7	15	-3	-4	11	-20	7	-22
MEX-5 binding	0.7	0.0	0.9	2.3	1.7	3.1	0.2	-0.9
Fam108B inh	6	1	-1	-3	0	-10	1	-4
GRK2 aptamer HTS	3	0	0	0	0	0	5	0
MCL1 BIM primary	-4	2	-1	-2	7	1	0	2
GLD-1 RNA inh	-4	-2	0	3	4	6	3	-5
Bcl-xL primary	2	1	10	-1	3	-6	-2	-6
CIT2-GFP yeast	91	106	101	99	110	104	96	86
AGP1-GFP MLPCN	96	107	109	101	110	99	99	96

49: CCc1cccc(NC(=O)Cc2ccc(OC)c(OC)c2)c1
50: O=C(COc1ccc(S(=O)(=O)N2CCOCC2)cc1)Nc1ccc2c(c1)OCCO2
51: COc1ccc(C2c3c(-c4ccccc4O)n[nH]c3C(=O)N2CCc2ccc(OC)c(OC)c2)cc1 (centres undefined)
52: O=C(NCCc1c[nH]c2ccccc12)c1cnc2sccn2c1=O
53: COc1ccc(-c2cc(C(=O)Nc3cccc(Cl)c3)no2)cc1
54: COC(=O)c1ccccc1NS(=O)(=O)c1ccc2c(c1)oc(=O)n2C
55: Cc1nc(NC(=O)CSC2=NCCS2)sc1C(=O)N(C)C
56: CCCCn1c(=O)c(F)cn(Cc2ccc(OC)c([N+](=O)[O-])c2)c1=O

Assay by compound	49	50	51	52	53	54	55	56
VLA-4 inh	15	9	-5	-7	11	-7	12	5
MEX-5 binding	0.7	-2.2	1.6	-2.4	-0.8	3.0	-0.9	0.3
Fam108B inh	-2	0	4	0	6	1	-1	-1
GRK2 aptamer HTS	0	0	0	0	0	2	1	0
MCL1 BIM primary	1	-6	4	2	4	12	-1	-9
GLD-1 RNA inh	-3	2	1	1	11	2	0	6
Bcl-xL primary	-1	0	6	2	7	5	1	8
CIT2-GFP yeast	108	x	103	99	101	103	103	109
AGP1-GFP MLPCN	103	95	108	100	100	104	103	100

Values in list order from above:
CIT2-GFP yeast, compounds 51–55: 103, 99, 101, 103, 103

More results:
57: CC(C)CCNCC(=O)NC(c1ccccc1)c1ccccc1
58: C#CCOCCOCCOCCNc1nc(OC)nc(N2CCN(C(=O)[C@H](CCC(=O)O)n3cc(C(N)CO)nn3)CC2)n1 (some centres undefined)
59: O=C1CCCC/C1=N\Nc1ccc(OCc2ccccc2)cc1
60: C=CCN(c1nc(C)c(Br)c(OC)n1)S(=O)(=O)c1ccc(C)cc1

Assay by compound	57	58	59	60
VLA-4 inh	-3	19	-3	4
MEX-5 binding	x	x	-0.6	1.3
Fam108B inh	-1	-3	0	-18
GRK2 aptamer HTS	1	0	4	2
MCL1 BIM primary	6	-6	16	5
GLD-1 RNA inh	3	8	8	7
Bcl-xL primary	4	-1	8	4
CIT2-GFP yeast	97	66	106	99
AGP1-GFP MLPCN	98	76	100	98

Screening results: PubChem BioAssay, several laboratories
